HT1080 IDH1KD tx – toxicity to HT-1080 IDH1 knockdown cells (counter line); 360,000 compounds, 2% hits; AID 686971; HT-1080 IDH1 knockdown viability, ATP luminescence, 48 h; Potency, µM (series often up to 46.1 µM), for the others: at the highest dose activity, negative = toxicity, most hits filed as cytotoxic;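 further: potency means the concentration at half of the fitted maximal effect; 0% = DMSO wells and -100% = cell-free medium wells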
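HT-1080-IDH1KD cells (IDH1 knocked down), 750/well in RPMI with 5% FBS, treated with compound 48 h at 37 degrees C. Viability by CellTiter-Glo luminescence, normalised to DMSO and no-cell wells; concentration-response curves classed.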
IL-1B inflam inh – blocks inflammasome-driven IL-1 beta release; THP-1 LPS/ATP IL-1B secretion, AlphaLISA, 16 h; active compounds read low; activity change, % at 57.5 µM; 360,000 compounds, 4.7% hits; AID 743279; in the data active means activity change below about -50%; inconclusive means mostly about -30% to -49%; further: on the % scale 0 is the no-effect control and ±100 the full control effect
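THP-1 cells pretreated 1 hr with compounds (up to 57.5 uM final), then stimulated with LPS (250 ng/mL final) plus ATP (1.25 mM final); secreted IL-1B measured by AlphaLISA after 16 hr, decreased signal indicating inhibition.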
KB-3-1 cytotox – KB-3-1 parental cell cytotoxicity; KB-3-1 viability, CellTiter-Glo ATP luminescence, 72 h; Potency, µM (top dose mostly 46.1 µM), inactives show at the highest dose activity change, negative = cytotoxic, hits mostly cytotoxic; 400,000 compounds, 1.4% hits; further: potency means the concentration at half of the fitted maximal effect; on the % scale 0 is the no-effect control and ±100 the full control effect; nearly all actives have a fitted effect of over 60% in size
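Cytotoxicity measured as CellTiter-Glo luminescence after 72 h at 37 C. Compound titrations were pinned onto drug-naive KB-3-1 parental adenocarcinoma cells grown in DMEM with 10% FBS, and normalized data fitted to concentration-response curves.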
DRD3 agonist – agonists of human D3 dopamine receptor; 410,000 compounds, 0.58% hits; AID 652048; D3R DiscoveRx beta-arrestin cells, luminescence, 90 min; max activation, %; P35462; in the data active means max activation above about 30%; further: 0% is about no effect; mostly tested at two doses, the higher about 12 µM
Target sequence (P35462 whole entry, looked up): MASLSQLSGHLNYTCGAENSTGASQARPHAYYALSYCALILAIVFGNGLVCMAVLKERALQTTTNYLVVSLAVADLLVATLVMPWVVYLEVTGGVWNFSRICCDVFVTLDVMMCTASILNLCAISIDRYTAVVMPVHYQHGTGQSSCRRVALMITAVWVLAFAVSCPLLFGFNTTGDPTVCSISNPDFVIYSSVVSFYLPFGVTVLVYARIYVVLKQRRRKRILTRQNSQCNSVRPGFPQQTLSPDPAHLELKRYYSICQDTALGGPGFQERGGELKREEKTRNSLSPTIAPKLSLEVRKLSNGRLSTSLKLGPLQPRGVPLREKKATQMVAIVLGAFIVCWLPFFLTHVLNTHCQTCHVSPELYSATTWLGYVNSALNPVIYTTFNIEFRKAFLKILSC
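Agonist-mode cell screen: cells plated at 1500/well and incubated overnight at 37 °C, then exposed to library compounds for 90 min at 37 °C. Detection reagent was added for 30–60 min at room temperature, and luminescence was read.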
MCF10A rereplic – DNA re-replication induction in MCF 10a cells; Potency, µM (top dose mostly 46.1 µM), for inactives: at the highest dose activity, positive = re-replication, hits mostly activators; 350,000 compounds, 2.9% hits; MCF 10A DNA re-replication, Hoechst nuclear intensity, 48 h; AID 624296; further: potency means the concentration at half of the fitted maximal effect; % of control where 0% means no effect; nearly all actives have a fitted effect of over 50% in size
HT1080NT lethal – kills 2HG-producing HT-1080-NT fibrosarcoma cells | Potency, µM (doses to about 46.1 µM), for the others: at the highest dose activity, negative = less viability, most hits filed as cytotoxic | 360,000 compounds, 1.6% hits | HT-1080-NT fibrosarcoma viability, CellTiter-Glo ATP luminescence, 48 h;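 further: NT is the 2HG producing partner of a matched IDH1 knockdown line; potency means the concentration at half of the fitted maximal effect; 0% = DMSO-treated cells and -100% = media-only wells without cells; nearly all actives have a fitted effect of over 55% in size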
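Compounds were tested in concentration-response format on HT-1080-NT cells for 48 hours at 37 degrees C. Cell viability came from CellTiter-Glo luminescence; curves were classified by r2, response magnitude and activity.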
KB-V1 cytotox – KB-V1 MDR subline cytotoxicity | KB-V1 MDR cells viability, CellTiter-Glo, 72 h | AID 1347076 | 400,000 compounds, 3.4% hits | Potency, µM (series often up to 46.1 µM), inactives show at the top dose activity change, negative = cytotoxicity, usual class: cytotoxic; further: potency means the concentration at half of the fitted maximal effect; on the % scale 0 is the no-effect control and ±100 the full control effect; nearly all actives have a fitted effect of over 60% in size
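Cytotoxicity via CellTiter-Glo luminescence after 72 h compound exposure at 37 degrees C. Cells: drug-selected KB-V1 line, DMEM phenol-red free plus 10% FBS. Compounds tested at multiple concentrations; normalized data fitted to concentration-effect curves.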
GLP1R cytotox – cytotoxicity in counter-screen for GLP-1R inverse agonists; HEK293 cAMP-luciferase reporter cells, luminescence, 24 h; Potency, µM (highest dose often 38.3 µM), inactives show at the top dose activity change, negative = inhibition, hits mostly inhibitors; 410,000 compounds, 0.13% hits; AID 624418;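 further: loss of luciferase light is scored as toxicity; potency means the concentration at half of the fitted maximal effect; on the % scale 0 is the no-effect control and ±100 the full control effect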
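Here, cytotoxicity is scored as loss of luminescence. The MLSMR collection was tested on cells seeded in medium containing 10% Nu serum, with a 24 hr compound exposure preceded by 12 hours of culture.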
SW480 rerep – induces DNA re-replication in SW480 colon adenocarcinoma cells | SW480 DNA re-replication, Hoechst DNA content imaging, 48 h | Potency, µM (series often up to 46.1 µM), inactives show at the top dose re-replication activation, usual class: activators | 340,000 compounds, 1.8% hits | AID 624297; further: potency means the concentration at half of the fitted maximal effect; % of control where 0% means no effect; nearly all actives have a fitted effect of over 55% in size
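Per well, 250 cells were exposed to pinned compound for 48 hr. Nuclear DNA was visualised with Hoechst (40 min, 37 C) and total object intensity recorded by fluorescence scanning.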
Active calls of the source: *; ? = inconclusive; . = no result given; [ ] = dose if it differs, or a comment. Unless noted, the call rests on the fitted dose curve; in most records, active means well fitted curve in the direction sought with a large enough effect; inconclusive means small, poorly fitted or top-dose-only effect, or another doubt; inactive means no such curve, though single readings can be large; an effect the other way counts as inactive or inconclusive.

Sample of the layout (two entries):
structure	IL-1B inflam inh	HT1080 IDH1KD tx	MCF10A rereplic	GLP1R cytotox	KB-3-1 cytotox	HT1080NT lethal	SW480 rerep	KB-V1 cytotox	DRD3 agonist
C(=NN=Cc1c[nH]c2ccccc12)c1c[nH]c2ccccc12	-1	-1%	.	-3%	-1%	-1%	.	10%	9
Cc1ccc(-n2nc(C)c3c2NC2=C(C(=O)CC(C)(C)C2)C3c2ccccc2OCC(=O)O)cc1 (stereo unspecified)	-14	-14%	-1%	18%	9%	?	-3%	-2%	0

This part in full, previewed entries included:
structure	IL-1B inflam inh	HT1080 IDH1KD tx	MCF10A rereplic	GLP1R cytotox	KB-3-1 cytotox	HT1080NT lethal	SW480 rerep	KB-V1 cytotox	DRD3 agonist
C(=NN=Cc1c[nH]c2ccccc12)c1c[nH]c2ccccc12	-1	-1%	.	-3%	-1%	-1%	.	10%	9
Cc1ccc(-n2nc(C)c3c2NC2=C(C(=O)CC(C)(C)C2)C3c2ccccc2OCC(=O)O)cc1 (stereo unspecified)	-14	-14%	-1%	18%	9%	?	-3%	-2%	0
C[C@H](NC(=O)C1CCN(S(=O)(=O)c2ccccc2)CC1)C(=O)NC1CC1	17	-2%	.	0%	?	4%	.	21%	-10
COc1ccc(C)cc1N=Nc1ccc(O)c2ncccc12	-10	?	17%	?	-27%	?	?	0%	-21
O=C(CSc1nnc(NC(=O)c2cccc(F)c2)s1)NCc1ccco1	3	5%	0%	-2%	12%	15%	22%	0%	2
COCCn1nnnc1C(c1ccc(OC)cc1)N1CCN(C(=O)c2ccco2)CC1 (stereo unspecified)	4	18%	0%	1%	12%	16%	-2%	-18%	-22
COc1ccc(S(=O)(=O)N2CCOCC2)cc1NC(=O)Cc1coc2cc(C)c(C)cc12	10	0%	10%	0%	11%	-2%	4%	-5%	-7
COc1ccc(-c2ccc(C(=O)Nc3ccc(OC)nc3)c3occc23)c(C)c1	8	?	.	-5%	?	?	.	-2%	3
Nn1c(COc2cccc(Cl)c2)nc2ccccc2c1=O	-10	-1%	2%	-5%	10%	0%	-2%	-7%	4
Cc1ccc(C)c(OCC(=O)NCC(C)(C)N2CCOCC2)c1	-6	-1%	?	2%	-2%	-3%[9.24 µM]	?	-5%	-2
Cc1ccc(S(=O)(=O)n2cnc3ccccc32)c(C)c1	23	-5%	1%	57%[activator]	-6%	-5%	2%	-12%	-1
COc1ccc(C2C(C#N)=C(N)Oc3c2c(C)nn3-c2ccccc2)cc1Cn1nc(C)c([N+](=O)[O-])c1C (stereo unspecified)	14	-9%	1%	-4%	-1%	-7%	-2%	-4%	-5
COc1ccccc1NC(=O)COc1ccccc1	-10	-5%	?	6%	13%	2%	?	0%	-11
CCCC1Nc2ccc(C(=O)O)cc2C2C=CCC12 (stereo unspecified)	-6	11%	-5%	-3%	0%	14%	-5%	0%	3
CCOC(=O)c1c(NC(=O)c2ccccc2)sc2c1CCc1ccccc1-2	25	6%	21µM*	0%	1%	1%	?	8%	13
CN1C(=S)SC(N(O)C(=O)Nc2ccc(Cl)c(Cl)c2)C1(C)C (stereo unspecified)	-14	?	?	-2%	?	-29%	0%	18µM*	3
Cc1ccc(-n2c(C)cc(C(=O)COC(=O)c3ccc[nH]c3=O)c2C)cc1C	22	-12%	-2%	-2%	-10%	-15%	13%	-18%	-6
Cc1nn(C(C)(C)C)c(NC(=O)c2ccc(Cl)cc2)c1Br	6	-1%	4%	1%	-21%	-3%	?	-15%	-5
Cc1ccc(NC(=O)c2cccs2)cc1NC(=O)c1cccnc1	2	10%	-5%	-10%	1%	8%	-4%	7%	1
Cc1c(/C=C/C(=O)c2ccc(Cl)s2)cnn1C	-9	14%	18%	?	0%	15%	3%	?	0
COc1ccc(NC(=O)c2cc(S(=O)(=O)N3CCCCC3)c[nH]2)c(OC)c1	-3	-8%	15%	4%	-12%	-6%	1%	-19%	-5
COc1ccc(CCC(=O)N2c3ccccc3N=C(c3ccc4c(c3)OCO4)C2C(=O)Nc2ccc(OC)cc2)cc1 (stereo unspecified)	-17	-7%	.	1%	-3%	-1%	.	-8%	-6
CC(C)(C)NC(=O)Cn1c(SCC(=O)Nc2nccs2)nc2ccccc21	-11	-14%	14%	-13%	0%	-14%	12%	0%	-6
CCc1nn2cc(C(=O)c3cc(C)ccc3O)cnc2c1-c1ccc(F)cc1	?	6%	18µM*	1%	-2%	4%	-1%	?	1
O=C(CCc1nc(CN2CCN(S(=O)(=O)c3ccc(F)cc3)CC2)no1)N1CCCCC1	.	.	.	-2%	3%	.	.	4%	-1
Cc1ccc(S(=O)(=O)N2CCCC(C(=O)NNCC(=O)Nc3cc(F)ccc3F)C2)cc1 (stereo unspecified)	4	0%	-2%	7%	4%	-5%	1%	-11%	0
CC(C)Cc1ccc(C2=CSC3=NCCN23)cc1	?	-16%	?	?	-10%	-14%	12%	?	-1
CC(C)(C)OC(=O)N1CCC(c2c(C(=O)NCCN3CCC(Cc4ccccc4)CC3)cnn2-c2ccccc2)CC1	.	.	.	16%	-22%	.	.	?	-20
COc1ccccc1NC(=O)N1CCC(CN2CCc3ccccc3C2)CC1	.	.	.	2%	0%	.	.	7%	-24
CCOc1ccc(/C=N/NC(=S)NC2CC3CC2C2C=CCC32)cc1 (stereo unspecified)	7	-2%	6.5µM*	?	5%	-22%	10%	0%	9
CCc1ccc(-n2nc(C)c3c(C)cc(=O)n(CC(=O)Nc4ccc(OC)c(OC)c4)c32)cc1	.	.	.	-2%	-5%	.	.	4%	-8
Cc1c(C(=O)O)oc2ccc(S(=O)(=O)NCc3ccccc3)cc12	0	18%	-2%	0%	2%	7%	-5%	-6%	-1
COc1cccc(-c2nnc(SCC(=O)NCc3ccc4c(c3)OCO4)n2Cc2ccco2)c1	?	-2%	2%	-8%	-16%	-4%	-4%	-29%	2
CN1CCS/C1=C/C=C1/SC(=S)N(Cc2ccccc2)C1=O	-2	-14%	8%	?	?	0%	-2%	-1%	-5
CCCCOc1cccc(C2c3c(-c4cc(C)ccc4O)n[nH]c3C(=O)N2CCOC)c1 (stereo unspecified)	.	.	.	-11%	?	.	.	?	42*
CC1(C)CC(=O)c2c(O)cc(O)cc2O1	35	-22%	-4%	-19%	1%	-5%[9.24 µM]	3%	19%	0
CCCc1nc2ccccc2c(=O)n1CC(=O)c1ccc(F)cc1	-13	7%	-13%	-15%	0%	0%	-9%	5%	2
O=C(NCCN1CCCCCC1)c1ccc(N2CCCC2=O)cc1	23	12%	4%	-12%	12%	17%	-3%	11%	3
O=C(O)C1CC=CCC1C(=O)Nc1ccccc1C(=O)N1CCN(c2ccc(F)cc2)CC1 (stereo unspecified)	12	18%	-1%	4%	-3%	15%	-6%	-3%	-2
Cc1nn(C(C)C(=O)N2CCOCC2)c(=O)c2nn(-c3ccccc3)c(C)c12 (stereo unspecified)	7	2%	-4%	0%	1%	4%	-6%	-7%	-2
CCOC(=O)c1cc2c(n(-c3ccc(Cl)cc3)c1=O)CCCC2=O	0	-2%	-1%	-2%	14%	8%	-2%	-26%	-5
Cc1[nH]nc(SCC(=O)N2CCCCC2)c1[N+](=O)[O-]	13	5%	0%	-12%	3%	4%	-1%	10%	-1
Cc1nc(C(=O)N(C)C)nn1-c1ccc([N+](=O)[O-])cc1	15	0%	3%	-8%	-2%	-2%	3%	22%	-3
CCn1cc(Br)c(C(=O)N2CCN(c3ccccc3)CC2)n1	17	1%[9.24 µM]	?	-7%	4%	10%	17%	1%	3
Cc1ccc(CNC(=O)CCCN2C(=O)CCn3nc(-c4cn(C)c5ccccc45)cc32)cc1	.	.	.	0%	-1%	.	.	-3%	2
CC(C)c1cccc(C(C)C)c1OC(=O)NC(=O)c1c(F)cccc1F	4	-11%	-2%	11%	-13%	?	2%	7%	-2
N/C(=N\NS(=O)(=O)c1ccccc1C(F)(F)F)c1ccccn1	0	-1%	0%	-6%	-4%	6%	?	10%	1
COc1ccccc1N1CCN(C(=O)CCN2C(=O)c3cccc4cccc(c34)C2=O)CC1	7	15%	23%	2%[7.66 µM]	3%	16%	-4%	?	4
C/C(=N\Nc1nnc2c3ccccc3n(C)c2n1)c1ccc(C)o1	-65*	-16%	5%	?	-1%	-13%	?	?	3
COc1ccc(Cl)c(NC(=O)Cn2nnc(-c3ccccc3N)n2)c1	-6	-15%	-4%	-26%	12%	?	-3%	?	0

(list continues)
structure	IL-1B inflam inh	HT1080 IDH1KD tx	MCF10A rereplic	GLP1R cytotox	KB-3-1 cytotox	HT1080NT lethal	SW480 rerep	KB-V1 cytotox	DRD3 agonist
CCCNC(=O)c1cc(-c2ccccc2)c(N2CCCCC2)s1	-9	15%	-10%	1%	2%	-1%	-8%	-12%	0
CCOC(=O)c1csc(NC(=O)C2CCCCC2)n1	-2	-2%	2%	0%	6%	-3%	3%	0%	-4
COC(=O)CSc1nnc(-c2ccccn2)n1N	-16	5%	-20%	5%	-3%	3%	1%	20%	8
CN(C)S(=O)(=O)c1cccc(NC(=O)c2n[nH]c(=O)c3ccccc23)c1	25	-1%	-24%	-2%	0%	-5%	-34%[1.84 µM]	1%	10
COc1ccc(C(O)c2ncc(-c3ccccc3)[nH]2)cc1F (stereo unspecified)	26	3%	.	-21%	0%	14%	.	0%	-7
COc1ccc(CCNC(=O)c2cc(C(=O)c3cc(Cl)ccc3O)cn(CCc3ccc(OC)cc3)c2=O)cc1	-25	0%	-51%[inhibitor]	4%	-6%	-11%	?	2.6µM*	-3
O=C(COC(=O)c1c2c(nc3ccccc13)CCCC2)c1cccs1	36	-27%	-7%	4%	7%	-23%	3%	-17%	12

From PubChem
